Screening data: PubChem BioAssay, National Center for Advancing Translational Sciences (NCATS)
PTAP TSG101 blk: blocks PTAP/TSG101 interaction to inhibit HIV-1 budding; Potency, µM (series often up to 115 µM), for inactives: at the top dose activity change, negative = inhibition, usual class: inhibitors; 340,000 tested, under 10 active; AID 493005; Fluorescence polarization, FITC-PTAP peptide / Tsg101 binding; Q99816; active = well fitted inhibition curve with a large enough effect in the main read-out, with a control signal flat, not every such curve was filed as active; inconclusive = small, poorly fitted or top-dose-only effect, or effect the other way, or a change in a side signal; inactive = no such curve, though single readings can be large or run the other way; note: potency is the fitted concentration of half-maximal effect; % of control where 0% means no effect
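Steps: Tsg101 binding domain dispensed (10 uM final), compounds pinned in DMSO, FITC-labeled PTAP-motif peptide added (50 nM final); after 20 min binding at room temperature, polarization measured.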
CXXC DNA block: inhibitors of human MLL CXXC domain-DNA interaction | Q03164 | Potency, µM (top dose mostly 115 µM), for the others: top-dose activity change, negative = inhibition, most hits filed as inhibitors | 0.037% of 290,000 active | MLL-CXXC / FITC-HOXA9 DNA fluorescence polarization | AID 2662; active = well fitted inhibition curve with a large enough effect in the polarisation, with a control signal flat, not every such curve was filed as active; inconclusive = small, poorly fitted or top-dose-only effect, or effect the other way, or a change in a side signal; inactive = no such curve, though single readings can be large or run the other way; the % refers to the polarisation; note: potency is the fitted concentration of half-maximal effect
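Fluorescence polarization: 7 uM MLL-CXXC (stock) preincubated 5 min with compounds, then 50 nM fluorescein-HOX-A9 DNA (stock) added; 30 min ambient. Buffer 50 mM Tris-HCl pH 7.5, 50 mM NaCl, 1 mM DTT, 0.05% BSA.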
MBNL1-CUG inh: inhibitors of human MBNL1 binding to CUG repeat RNA | Q9NR56 | TR-FRET MBNL1-His/biotin-(CUG)12 binding, 665/545 ratio | Potency, µM (top dose mostly 57.5 µM), inactives show top-dose activity change, negative = inhibition, actives largely listed as inhibitors | 0.036% of 280,000 active | AID 2675; active = well fitted inhibition curve with a large enough effect in the signal ratio, with a control signal flat, not every such curve was filed as active; inconclusive = small, poorly fitted or top-dose-only effect, or effect the other way, or a change in a side signal; inactive = no such curve, though single readings can be large or run the other way; the % refers to the signal ratio; note: potency is the fitted concentration of half-maximal effect; % is set by controls: 0 for no effect and ±100 for the full control effect
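His-tagged MBNL1 binding to biotinylated (CUG)12 RNA was measured by TR-FRET using terbium anti-His antibody (0.055 ng/ul final) and streptavidin-XL665 (5 nM final). Compounds were titrated 92 nM to 58 uM; 60 min at room temperature.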
TCR act: activates T cell receptor signaling; 330,000 tested, under 10 active; Potency, µM (doses to about 9.22 µM), without a hit: at the top dose activation of IL-2 secretion, most hits filed as activators; primary human leukocytes, anti-CD3, IL-2 HTRF, 48 h; note: % of control where 0% means no effect
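Using a-CD3 beads without co-stimulation, primary human leukocytes were exposed to compounds for 48 hr. An HTRF IL-2 kit measured the cytokine, with europium-to-d2 energy transfer producing emission at 665nm upon 320nm excitation.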
a7 integrin act: integrin-mediated muscular dystrophy alleviation activation; AID 624291; 0.064% of 350,000 active; alpha7betagal myoblasts, beta-gal FDG fluorescence, 48 h; Potency, µM (series often up to 38.3 µM), inactives show at the top dose activation, hits mostly activators;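 note: potency is the fitted concentration of half-maximal effect; 100% = response of the positive control SU9516; nearly all actives have a fitted effect of over 60% in size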
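alpha7betagal+/- myoblasts (passage 13, 250/well) treated 48 h at 37C with compounds at 1:260 dilution of DMSO stock. Lysed, then beta-galactosidase activity read as FDG fluorescence (ex 480/em 540) after 30 min, with pre-read for autofluorescence.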
Mito fusion yeast: mitochondrial division inhibition or fusion activation. AID 485298. S. cerevisiae fusion-defective mutant growth rescue, CellTiterGlo 48 h. 0.23% of 320,000 active. Potency, µM (highest dose often 46.1 µM), without a hit: at the highest dose growth rescue (activation), actives largely listed as activators;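 note: potency is the fitted concentration of half-maximal effect; % of control where 0% means no effect; nearly all actives have a fitted effect of over 45% in size; temperature-sensitive fusion mutants such as fzo1-1 at 37 °C on non-fermentable ethanol glycerol medium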
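Yeast fusion mutant, YPEG (non-fermentable carbon), compound, 48 h at 37C non-permissive; CellTiterGlo added, 10 min RT, luminescence read. Rescued growth = division inhibition.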
TSHR antag: blocks TSH signaling through the human TSH receptor; 0.2% of 330,000 active; TSHR-expressing cells, TSH-stimulated cAMP HTRF, 2 h; active compounds read low; P16473; activity change, negative = inhibition, % at 11.5 µM;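 active = activity change below a set negative limit, meaning inhibition stronger than a set level, cut at about -70% in these data; inconclusive = activity change between two set negative limits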; note: % is set by controls: 0 for no effect and ±100 for the full control effect
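TSHR-expressing cells, 200/well, pre-treated with compound, then stimulated with EC80 TSH (4nM final) for 2 hours at 37 deg C. cAMP measured by competitive HTRF: anti-cAMP cryptate antibody in lysis buffer plus cAMP-d2, read after 30 minutes at room temperature.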
AT treatment: potential ataxia-telangiectasia treatments restoring KAP-1 phosphorylation; […] A-T fibroblasts, KAP-1 phosphorylation AlphaLISA; neocarzinostatin DNA damage 30 min before lysis; Potency, µM (doses to about 57.5 µM), inactives show at the highest dose activation, hits mostly activators; 0.19% of 320,000 active; note: potency is the fitted concentration of half-maximal effect; % of control where 0% means no effect; nearly all actives have a fitted effect of over 45% in size
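ATM-like activity read as KAP-1 phosphorylation via AlphaLISA donor/acceptor antibody pairs after lysis and 6 hr at 25C. Cells were ATM-null patient fibroblasts ([…], hTERT), dosed 60 min, then exposed to the DSB inducer NCS for 30 min.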
Menin MLL FP TR: menin-MLL binding inhibition, Texas Red mutant peptide; AID 1768; 0.23% of 270,000 active; Menin + Texas Red MLL mutant peptide, fluorescence polarization; Potency, µM (titrated, usually from 61.6 µM), for the others: at the highest dose FP activity change, negative = inhibition, most hits filed as inhibitors; active = well fitted inhibition curve with a large enough effect in the polarisation, with a control signal flat, not every such curve was filed as active; inconclusive = small, poorly fitted or top-dose-only effect, or effect the other way, or a change in a side signal; inactive = no such curve, though single readings can be large or run the other way; the % refers to the polarisation; note: potency is the fitted concentration of half-maximal effect; % of control where 0% means no effect; many of its hits are not listed in these tables
S-ASM inh: blocks human secretory acid sphingomyelinase; AID 504937; P17405; 0.006% of 340,000 active; placental ASM, HMU-PC fluorogenic substrate, 60 min; Potency, µM (top dose mostly 57.5 µM), for the others: at the top dose activity change, negative = inhibition, most hits filed as inhibitors; note: potency is the fitted concentration of half-maximal effect
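Fluorescence read-out (Ex 386 nm, Em 447 nm) after stopping the reaction at pH 10. Enzyme: ASM from human placenta; substrate HMU-PC0, 9 uM final; 60 min, 37 °C. Compound preincubation 10 min, ambient temperature.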
An asterisk follows results filed as active; u = inconclusive; x = no result given; [ ] = dose if it differs, or a comment. Unless noted, calls come from the whole dose curve; as a rule, active = well fitted curve in the direction sought with a large enough effect; inconclusive = small, poorly fitted or top-dose-only effect, or another doubt; inactive = no such curve, though single readings can be large; an effect the other way counts as inactive or inconclusive. The list is partial. The share of hits here may be higher or lower than overall.

SMILES	PTAP TSG101 blk	CXXC DNA block	MBNL1-CUG inh	TCR act	a7 integrin act	Mito fusion yeast	TSHR antag	AT treatment	Menin MLL FP TR	S-ASM inh
O=C(CCc1nc2ccccc2c(=O)[nH]1)Nc1ccc(N2CCCCC2)cc1	-1.4%	2.0%	-10.8%	x	0.8%	14.2%	21.6	0.7%	24.0%	-4.1%
COc1ccc2oc(=O)c(/C(C)=N/Nc3nc(-c4cc(C)ccc4C)cs3)cc2c1	6.6%	11.8%	35.1%[activator]	10.4%[46.1 µM]	0.7%	-1.7%	-8.8	4.2%	u	-2.9%
CCOc1ccc(N(CC)C(=O)CCS(=O)(=O)c2cccc3nonc23)cc1	-0.7%	-3.4%	u	-6.3%	-20.7%	2.8%	-13.2	3.8%	8.5%	-20.0%
O=C(O)CCc1ccc(-c2cccs2)n1CC1CCCO1 (configuration not stated)	-1.6%	2.0%	-5.1%	1.0%	11.6%	7.8%	0.7	3.6%	16.3%	262.8%[activator]
CCOC(=O)CSc1nnc(-c2ccccc2)o1	0.2%	5.0%	-10.5%	-1.2%[46.1 µM]	13.8%	2.8%	-6.2	-1.3%	-10.9%	1.6%
O=C(NC(=S)Nc1ccc2c(c1)OCO2)c1ccccc1	-3.4%	5.2%	-4.6%	-0.1%	-27.1%	-3.4%	15.8	3.3%	10.4%	4.8%
CC(OC(=O)c1ccc([N+](=O)[O-])s1)C(=O)Nc1ncc(Cl)cc1Cl (configuration not stated)	2.4%	u	u	-0.2%[46.1 µM]	-40.3%	2.9%	-4.2	-2.7%	14.7%	7.0%
CSc1ccc(C(=O)/C=C/c2ccc(N)cc2)cc1	-4.7%	3.8%	2.7%	0.2%[46.1 µM]	-50.4%[inhibitor]	u	-15.1	-6.7%	49.0%[activator]	-5.5%
O=C(Nc1ccc(F)cc1)c1nc[nH]c1C(=O)Nc1ccc([N+](=O)[O-])cc1	3.5%	-0.7%	x	11.3%[46.1 µM]	-19.2%	-5.5%	-0.7	-2.9%	25.9%	-2.2%
Oc1c(Br)cc(Br)cc1/C=N/n1c(-c2ccccc2)n[nH]c1=S	-3.8%	-23.8%	23.2%	2.9%	-13.7%	-11.2%	-9.8	-18.7%	u	-7.8%
CCOC(=O)CSc1nc(C2CC2)nc2ccccc12	-1.5%	2.8%	-17.0%	-2.4%	-15.3%	5.9%	-16.5	9.9%	-6.4%	3.3%
O=C(/C=C/c1ccccc1Cl)NCCc1ccc(F)cc1	-2.1%	-0.3%	u	9.7%[46.1 µM]	u	27.5%	-13.7	-2.8%	4.2%	1.5%
COc1ccccc1Oc1ccc(N/C=C2/CCCC2=O)cc1	-1.1%	14.5%	15.4%	1.5%[46.1 µM]	-22.7%	5.4%	1.8	0.8%	-5.7%	12.5%
CC(=O)N1CCc2cc(N=NC3=C(O)CCCC3=O)ccc21	18.8%	21.6%	u	-2.1%	-9.4%	0.5%	4.9	4.0%	5.2%	-7.4%
CC12CC3(C)CC(C)(C1)CC(C(=O)NC(=S)N1CCOCC1)(C2)C3	-4.2%	9.1%	-4.6%	x	-19.3%	8.8%	5.2	-7.9%	5.1%	-1.3%
Cc1cccc(N2C(=O)c3ccc(Br)cc3C2=O)n1	x	-6.7%	u	x	x	-1.1%	2.5	6.4%	4.7%	x
Cc1ccccc1-n1nc2c(c1NC(=O)c1c(-c3ccccc3Cl)noc1C)CSC2	-4.8%	-2.6%	-8.6%	-7.6%	19.4%	2.1%	-0.7	-7.3%	u	2.3%
COc1cc([C@H]2Oc3c(OC)cc(CCCO[C@@H]4O[C@H](CO)[C@@H](O)[C@H](O)[C@H]4O)cc3[C@@H]2CO)ccc1O	0.6%	x	x	-135.3%	-21.0%	2.6%	-3.6	2.4%	x	1.9%
Cc1ccc(C)c(CN2C(=O)CSc3ccc(C(=O)NCCN4CCOCC4)cc32)c1	1.1%	3.0%	-9.8%	1.6%	-6.7%	-2.5%	41.0	11.2%	-31.8%	-3.1%
COc1cccc2[nH]c3c(N4CCC(C(N)=O)CC4)ncnc3c12	-6.1%	-2.4%	-8.0%	8.2%	1.8%	0.7%	0.4	10.7%	11.1%	13.6%
Cc1cc(NC(=O)C2CCCCC2)nc2c1c(=O)oc1ccccc12	2.6%	u	-5.7%	1.7%	33.5%	-0.6%	8.7	-10.2%	4.4%	-7.2%
CC(C)OC(=O)CCC(=O)Nc1ccc(F)cc1	-0.5%	4.5%	3.0%	6.4%	6.9%	-8.1%	4.0	1.3%	-0.6%	2.0%
O=C(Cc1ccc([N+](=O)[O-])cc1)Nc1ccc(C(=O)N2CCOCC2)cc1	-0.1%	5.1%	u	1.6%	11.5%	-0.3%	0.1	0.7%	x	5.2%
Cc1ccc(-n2nc3c(N4CCC(C(=O)NCc5ccccc5C)CC4)nnc(C)c3c2C)cc1	4.5%	-0.7%	118.8%[activator]	5.6%	-64.6%[inhibitor]	10.1%	10.5	-12.8%	u	4.6%
Cc1ccc(CN2CCSc3ccc(C(=O)NCCCN4CCOCC4)cc32)cc1	-3.0%	27.2%	17.0%	2.6%	11.4%	-2.0%	0.3	6.2%	x	261.8%[activator]

The listing continues:
SMILES	PTAP TSG101 blk	CXXC DNA block	MBNL1-CUG inh	TCR act	a7 integrin act	Mito fusion yeast	TSHR antag	AT treatment	Menin MLL FP TR	S-ASM inh
COc1ccc(Cc2nc3ccc(C(=O)N4C[C@@H](C)O[C@@H](C)C4)cc3o2)cc1OC	-0.5%	0.3%	5.8%	2.7%	-24.6%	-11.4%	-13.1	5.1%	x	3.4%
COC(=O)[C@@]12CCCCN1[C@H](c1ccc(-c3ccc(Cl)c(Cl)c3)c(OC)c1)[C@H]1C(=O)N(C)C(=O)[C@H]12	1.0%	x	x	7.9%	3.0%	x	-2.8	8.4%	x	-9.9%
CC(C)(C)c1ccc(S(=O)(=O)N2CCCCC2C(=O)NCc2ccccn2)cc1 (configuration not stated)	-2.7%	-2.7%	u	-42.9%	8.3%	-0.3%	0.1	7.0%	-4.9%	2.2%
COc1ccc(NS(=O)(=O)c2ccc(NC(=O)c3cnn4c(C(F)F)cc(-c5ccc(C)cc5)nc34)cc2)cc1	x	40.6%[activator]	6.4%	x	x	-0.6%	14.6	4.3%	-18.5%	x
CCOC(=O)c1cnc2ccc(Br)cc2c1NCC(C)O (configuration not stated)	-3.4%	-5.6%	1.4%	-6.4%	0.0%	0.5%	-5.1	3.5%	-0.2%	3.2%
COc1ccc(/C=C/C2=NN(Cc3ccccc3)C(=O)CC2)cc1	1.9%	5.9%	x	-10.5%	-18.5%	1.1%	-8.1	2.1%	-15.7%	-11.5%
N#C/C(=C/c1ccc(N2CCCCC2)o1)C(=O)Nc1ccc2ccccc2c1	u	7.3%	u	1.3%[46.1 µM]	-20.9%	21.3%	-43.0	-2.9%	u	-20.3%
O=C(NC(=S)Nc1ccccc1N1CCOCC1)c1ccc(-c2cccc(Cl)c2)o1	1.6%	10.6%	u	2.2%[46.1 µM]	21.2%	0.0%	1.6	-6.1%	-6.0%	6.6%
CCOc1ccccc1C(=O)OCC(=O)Nc1ncc(C(F)(F)F)cc1Cl	-0.4%	-19.6%	-5.4%	-4.7%	9.9%	1.3%	1.5	x	u	-0.3%
O=c1cc2oc3cc(O)c(O)cc3c(-c3ccccc3[N+](=O)[O-])c-2cc1O	-5.0%	u	u	2.9%	-4.1%	-30.3%	-10.1	-4.2%	u	-5.9%
Cc1cccc(OCc2nnc(SCC(=O)N3CCN(c4ccccc4)CC3)o2)c1C	-4.8%	0.0%	-8.4%	u	2.2%	1.7%	-14.0	-4.8%	15.6%	-6.8%

Structural class, the compounds so far with a furan ring, fused or not.
SMILES	PTAP TSG101 blk	CXXC DNA block	MBNL1-CUG inh	TCR act	a7 integrin act	Mito fusion yeast	TSHR antag	AT treatment	Menin MLL FP TR	S-ASM inh
N#C/C(=C/c1ccc(N2CCCCC2)o1)C(=O)Nc1ccc2ccccc2c1	u	7.3%	u	1.3%[46.1 µM]	-20.9%	21.3%	-43.0	-2.9%	u	-20.3%
O=C(NC(=S)Nc1ccccc1N1CCOCC1)c1ccc(-c2cccc(Cl)c2)o1	1.6%	10.6%	u	2.2%[46.1 µM]	21.2%	0.0%	1.6	-6.1%	-6.0%	6.6%
